Furin inh: blocks human furin protease activity. AID 463115. inhibition, % at 30 µM. purified furin, fluorogenic substrate cleavage. 0.061% of 220,000 active. P09958; in the data active means inhibition above about 25%; further: inactives centre near -15
Tb hexokinase: blocks Trypanosoma brucei hexokinase 1 activity | recombinant TbHK1, G6PDH-coupled NADH A340 | inhibition, % at 10 µM | 0.11% of 220,000 active;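 active means inhibition of 50% or more in the single-dose primary screen; inactive means inhibition below 50%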
PPC-1+TRAIL kill: kills PPC-1 cancer cells in the presence of TRAIL; PPC-1 cells + TRAIL, ATPLite viability luminescence; cell killing (% activity), % at 4 µM; 0.41% of 220,000 active;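 active means cell killing above 50% in the first pass at 4 µM, then a duplicate retest at 5 µM averaging 50% or more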;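 further: plate controls were cells with TRAIL plus DMSO for no effect and medium-only wells lacking cells for full effect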
Cl transport mod: modulators of human KCC2 chloride dependent transport; KCC2 cells, thallium flux FluoZin-2 fluorescence; B-score of Tl+ flux slope (higher = more flux/activation; lower = inhibition) at 10 µM; 2.2% of 190,000 active;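 active means thallium flux slope and its plate-corrected score both differing from the plate sample mean at a set confidence after two filtering rounds, in either direction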;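 further: slope of fluorescence scaled to starting intensity during 10 to 20 s after thallium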
thrombin 1536: blocks human thrombin protease activity; inhibition, % at 5 µM; AID 1046; 0.26% of 220,000 active; alpha-thrombin, Boc-VPR-AMC fluorogenic substrate cleavage;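 active means inhibition at or above 40%; inactive means inhibition below 40%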;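 further: 0% = enzyme with no compound and 100% = wells without enzyme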
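Material: human alpha-thrombin enzyme / Medium: pH 7.5 Tris (50 mM) with NaCl 150 mM, Tween 20 0.05% / Compound: single-point dosing at 5 µM, 0.2% DMSO / Incubation: enzyme reaction carried out at room temperature / Detection: AMC fluorescence, 355/460 nm / Read-out basis: percent inhibition scaled between no-compound controls and no-enzyme blanks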
m-calpain inh: blocks pig calpain II enzyme activity; 0.37% of 220,000 active; purified calpain II, fluorogenic peptide substrate, 30 min; inhibition, % at 16 µM;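 active means inhibition above about 50%, limit read from the data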
TRPML3 agonist: human mucolipin-3 channel agonism. 0.29% of 220,000 active. Q8TDD5. activation, % at 3 µM. HEK293 TRPML3-YFP, Fluo-8 calcium fluorescence; 100% = the carbachol control signal;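 active means activation above its plate's cutoff, the mean activation of the plate's test wells plus 3 SD, cut at about 12% in these data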;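 further: 0% = DMSO only wells and 100% = carbachol wells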
Target sequence (Q8TDD5 whole entry, looked up): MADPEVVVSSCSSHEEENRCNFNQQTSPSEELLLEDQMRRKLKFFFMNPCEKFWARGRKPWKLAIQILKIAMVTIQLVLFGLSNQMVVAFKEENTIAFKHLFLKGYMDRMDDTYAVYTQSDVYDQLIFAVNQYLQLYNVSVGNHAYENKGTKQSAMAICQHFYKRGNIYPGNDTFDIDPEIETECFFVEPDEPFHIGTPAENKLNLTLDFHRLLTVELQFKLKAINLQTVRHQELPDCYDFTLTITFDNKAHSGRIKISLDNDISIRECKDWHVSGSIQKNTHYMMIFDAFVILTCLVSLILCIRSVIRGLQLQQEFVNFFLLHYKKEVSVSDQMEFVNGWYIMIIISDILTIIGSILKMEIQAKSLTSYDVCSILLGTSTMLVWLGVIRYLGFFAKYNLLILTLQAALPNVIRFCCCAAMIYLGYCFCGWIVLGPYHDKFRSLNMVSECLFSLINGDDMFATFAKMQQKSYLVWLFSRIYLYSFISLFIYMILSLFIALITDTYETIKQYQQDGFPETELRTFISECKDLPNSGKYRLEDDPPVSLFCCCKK
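Test system – HEK293 line with stable expression of human TRPML3-YFP channel · Control set – carbachol 87 µM final as high control (100%), DMSO as low control (0%) · Signal – Fluo-8 calcium dye fluorescence, ex 470-495, em 515-575 nm · Incubation – 1-h 37 °C dye load, 5-s basal, 120-s post-compound reads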
TRPN1 ag: agonists of zebrafish TRPN1 channel; HEK293 zebrafish TRPN1-YFP, Fluo-8 calcium fluorescence; 100% = response to 87 µM carbachol; activation, % at 3 µM; 0.18% of 220,000 active; AID 1424;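 active means activation above its plate's cutoff, the mean activation of test wells on that plate plus 3 SD, cut at about 19% in these data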;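 further: 0% = DMSO alone and 100% = 87 µM carbachol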
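Material – zebrafish TRPN1-YFP in HEK293 cells · Doses – 3 µM single point · Schedule – dye 1 h 37 °C plus 30 min RT · Signal – Fluo-8 calcium fluorescence, excitation 470-495 nm, emission 515-575 nm · Read-out – % activation versus carbachol response · Control set – carbachol high, DMSO low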
EBV gp42 block: inhibitors of Epstein-Barr virus glycoprotein 42. Q1HVG2. Fluorescence polarization binding assay, mP read-out. inhibition, % (tested at 21.74 µM). 0.42% of 220,000 active; in the data active means inhibition above about 50%
Target sequence (Q1HVG2 whole entry, looked up): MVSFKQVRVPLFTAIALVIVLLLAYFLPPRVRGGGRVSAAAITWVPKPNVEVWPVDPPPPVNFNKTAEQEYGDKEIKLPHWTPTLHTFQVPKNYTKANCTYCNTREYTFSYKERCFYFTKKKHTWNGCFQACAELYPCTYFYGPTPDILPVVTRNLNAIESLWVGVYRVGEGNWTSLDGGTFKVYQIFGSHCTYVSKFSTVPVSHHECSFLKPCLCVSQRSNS
* = called active by the depositor; i = inactive; · = not tested or not shown; & = joins results of further samples; [ ] = dose if it differs, or a comment.

SMILES	Furin inh	Tb hexokinase	PPC-1+TRAIL kill	Cl transport mod	thrombin 1536	m-calpain inh	TRPML3 agonist	TRPN1 ag	EBV gp42 block
CCOC(=O)C(C)Sc1nc(-c2ccco2)cc(C(F)(F)F)c1C#N (centres undefined)	-32	-4	9	-1.6	2	i	0.6	-0.8	-16
O=C(O)c1cc(-c2ccc(Cl)s2)nc2ccccc12	-41	-26	21	-1.2	-5	i	0.5	0.4	1
Cc1cc(C(F)F)n2ncc(C(=O)NCCc3ccccc3Cl)c2n1	-7[20 µM]	-9	9	-1.6	-1	-15	0.0	-1.2	-11
Cc1onc(-c2ccccc2Cl)c1C(=O)Nc1sc2c(c1C(N)=O)CCC(C)C2 (centres undefined)	-22[20 µM]	-15	11	-2.3	-3	-26	-0.3	-0.1	-10
N#CC(=C=[N-])c1nc2ccccc2nc1-[n+]1ccccc1	-4	-8&-12	5&7	1.7&0.19	2	-307	0.6&-0.2	1.0&-0.5	-6&-20
CCn1c(SCc2nc3ccccc3c(=O)[nH]2)nnc1C(C)NC(=O)c1ccccc1F (centres undefined)	-19	-1	5	0.72	2	-21	0.8	-2.0	-16
NC(=O)CSc1oc(-c2ccc(F)cc2)nc1S(=O)(=O)c1ccccc1	-19	1	19	-0.52	-2	22	0.1	0.9	3
Nn1c(CSc2ccccn2)nc2ccccc2c1=O	6	10	-17	0.45	-6	-21	-0.1	0.4	-5
COc1ccc(N2CCN(c3nc(=S)n(-c4ccccc4)c(C)c3C(C)=O)CC2)cc1	-3[20 µM]	-10	-7[5 µM]	·	-4	0	1.4	-0.1	-13
O=C(CN1CCC(C(=O)c2cccc(Cl)c2)CC1)Nc1cccc(C(=O)O)c1	-24	0	-1	-1.1	-7	-29	1.2	2.6	-16
COc1ccc(CCNC(=O)Cn2c(=O)n(Cc3ccco3)c(=O)c3ccc(Cl)cc32)cc1OC	-35	2	7	-2	-1	-10	-0.2	-0.6	3
COc1ccc(-c2c(=O)n(OCc3ccccn3)c3ccccc3[n+]2[O-])cc1OC	2[20 µM]	-3	23	-0.011	-6	12	0.2	1.9	6

3 structures out of the list, sorted by molar mass, falling.
SMILES	Furin inh	Tb hexokinase	PPC-1+TRAIL kill	Cl transport mod	thrombin 1536	m-calpain inh	TRPML3 agonist	TRPN1 ag	EBV gp42 block
COc1ccc(CCNC(=O)Cn2c(=O)n(Cc3ccco3)c(=O)c3ccc(Cl)cc32)cc1OC	-35	2	7	-2	-1	-10	-0.2	-0.6	3
Cc1cc(C(F)F)n2ncc(C(=O)NCCc3ccccc3Cl)c2n1	-7[20 µM]	-9	9	-1.6	-1	-15	0.0	-1.2	-11
N#CC(=C=[N-])c1nc2ccccc2nc1-[n+]1ccccc1	-4	-8&-12	5&7	1.7&0.19	2	-307	0.6&-0.2	1.0&-0.5	-6&-20

The list continues.
SMILES	Furin inh	Tb hexokinase	PPC-1+TRAIL kill	Cl transport mod	thrombin 1536	m-calpain inh	TRPML3 agonist	TRPN1 ag	EBV gp42 block
Cc1cc(C)cc(OCC(=O)NCc2cc(C)nc3ccccc23)c1	-20	7	4	-0.069	4	15	0.6	0.3	-2
C/C(=N\NC(=O)CNc1cccc(Cl)c1C)C1CC1	-10	2	-13	·	1	-30	0.8	-1.0	-3
Cc1noc(C)c1S(=O)(=O)N(Cc1ccccc1)C(C)C	-18	-2	-12	-0.12	-7	-2	2.3	-2.4	3
Cc1nc2cccc(C(=O)NCc3ccccc3)c2o1	-21	7	-2	·	2	4	0.6	0.2	-1
Cc1ccsc1C(=O)N1CCCC(C(=O)c2cc(F)ccc2F)C1 (centres undefined)	-21	-7	0	-1.2	1	30	0.9	0.7	-7
COc1cccc(/C=N/NC(=O)c2[nH]c(C)c(C(=O)N/N=C/c3cccc(OC)c3O)c2C)c1O	-19[20 µM]	-12	20	-1.5	3	-55	0.6	0.5	-17
O=[N+]([O-])c1ccc2nc(-c3ccccc3)n(OCc3ccc(Cl)cc3)c2c1	-19	-4	19	-4.5	5	13	0.2	0.7	12
COc1ccc([N+](=O)[O-])cc1NC(=O)Nc1cccc(Cl)c1	-19	-10	25	1.4	0	14	0.3	0.7	-7
CCOc1cc(NC(=O)c2ccco2)c(OCC)cc1NC(=O)c1cc(OC)c(OC)c(OC)c1	-20	-28	25	·	-5	-289	0.4	1.9	-8
CN(C)CCn1c(=O)n(-c2ccc(F)cc2)c(=O)c2c3c(sc21)CCCCC3	-4	-4	8	-0.99	3	22	0.2	1.0	-9
Cc1sc2ncnc(OCC(=O)N3CC(=O)Nc4ccccc43)c2c1C	-20	-7	23	0.7	-1	-27	-0.6	-0.9	-29
O=C(c1cn(-c2ccccc2)nc1-c1cccs1)N1CCN(c2ccccn2)CC1	-19[20 µM]	-4	-13	-0.42	-8	-28	0.6	-0.4	6
Cc1c2c([n+]3n1CCC3)CC(C)(C)CC2=O	2	5	5	-0.34	0	12	0.0	0.6	5
COc1ccc(Cc2n[nH]c(=S)n2N)cc1OC	-18	0	9	0.17	2	-4	-0.2	0.3	-32
CC(SCC(=O)Nc1ccc(S(=O)(=O)N2CCCCC2)cc1)C(=O)O (centres undefined)	-23	3	12	1.3	0	-8	1.2	0.6	-17
CCOc1ccc(N(Cc2nnc3n2CCCCC3)C(=O)Nc2cccc(C)c2)cc1	-29	-3	21	-1.1	-2	14	0.6	1.4	3
O=C(Nc1ccc(C(=O)O)cc1)/C(=C\C=C\c1ccccc1)NC(=O)c1ccc(Br)cc1	-13	-40	31	-2.4	-10	-31	-1.8	0.3	-6
O=c1/c(=C\c2cccn2-c2ccccc2)sc2nc3ccccc3n12	-5	19	1	0.49	-11	-14	1.0	1.0	15
O=C(COC(=O)C1=COCCO1)Nc1ccc2c(c1)OCO2	-8	1	23	·	4	1	0.8	2.0	-20
Cc1ccc(N2C(=O)C3C4C=CC(CNC(=S)N5CCN(c6ccccn6)CC5)(O4)C3C2=O)cc1 (centres undefined)	-14	-6	3	0.74	-7	-16	-0.3	-0.9	-7
COc1cc(C(=O)NCC(=O)N/N=C(/C)c2ccc3c(c2)CCCC3)cc(OC)c1OC	-23	13	3	-1	2	-39	0.9	-1.7	-7
O=C1COc2cccnc2N1	-15&-29	6&0	-13&-4	1&0.34	1	7&0	0.0&0.9	0.7&1.6	-13&-16
CS(=O)(=O)c1ccc(-c2nnn(CC(N)=O)n2)cc1	-19	6	19	0.083	-23	40	1.3	0.9	-12
CCOc1ccccc1C(=O)Nc1ccc(-n2nncc2C(C)(C)C)cc1	-15	-1	19	-0.86	-7	1	0.2	1.2	-5
CCCn1c(C)cc(C(=O)CSc2nc3ccccc3c(=O)n2Cc2ccco2)c1C	2	33	-8	-0.035	-7	7	-0.1	0.0	-1
Cc1cc(NC(=O)CCCC(=O)N(c2ccccc2)C(C(=O)NC2CCCCC2)c2cccs2)no1 (centres undefined)	-18[20 µM]	1	24	1.5	1	-24	0.2	-0.8	-20
O=C(Nc1cc([N+](=O)[O-])ccc1Cl)C(Sc1ccccc1)c1ccccc1 (centres undefined)	4	31	-2	-0.2	1	38	0.0	-0.2	-12
CC(C)(C)c1cc(NC(=O)c2ccc(OC3CCCC3)cc2)no1	-11	1	-1	0.58	-8	1	0.6	-0.2	4
CC1CCCN(C(=O)Cn2c(-c3nonc3N)nc3ccccc32)C1 (centres undefined)	-19	-10	17	·	2	-5	0.5	-0.2	0
Cc1ccc(C(C(=O)NCc2ccccc2)N(Cc2cccs2)C(=O)c2ccc3c(c2)OCCO3)cc1 (centres undefined)	-21	0	7	-0.67	-6	-59	-0.1	-0.1	-13
O=C(Nc1ccc2nc(SCc3ccc(Cl)cc3)sc2c1)c1ccccc1C(=O)N1CCOCC1	1[20 µM]	-14	13	·	-1	-104	2.3	3.2	-13
Cc1cccc(/C=N/NC(=O)CN2CCCCCCC2)c1	-17	4	-13	0.99	-6	-2	0.5	0.0	-6
O=S(=O)(Nc1nccs1)c1ccc(Br)cc1	-16	-3	13	0.41	-5	-6	0.8	-0.1	-8
CN1C(=O)/C(=C\C(=O)c2cccs2)c2ccccc21	-18	-12	-9	0.67	-1	-14	1.4	1.8	5
CCOC(=O)c1sc(NC(C)=O)nc1C	-20[20 µM]	-9	35	·	-3	12	0.8	-0.5	-16
CC(=O)c1nc2ccccc2n1S(=O)(=O)c1ccc(C)cc1	-24	-3	14	5.6*	-6	·	0.9	2.0	·

Looked up by compound from the entries so far, 2 records:
SMILES	Furin inh	Tb hexokinase	PPC-1+TRAIL kill	Cl transport mod	thrombin 1536	m-calpain inh	TRPML3 agonist	TRPN1 ag	EBV gp42 block
CC(C)(C)c1cc(NC(=O)c2ccc(OC3CCCC3)cc2)no1	-11	1	-1	0.58	-8	1	0.6	-0.2	4
CCOC(=O)c1sc(NC(C)=O)nc1C	-20[20 µM]	-9	35	·	-3	12	0.8	-0.5	-16

The listing continues:
SMILES	Furin inh	Tb hexokinase	PPC-1+TRAIL kill	Cl transport mod	thrombin 1536	m-calpain inh	TRPML3 agonist	TRPN1 ag	EBV gp42 block
Cc1cccc(NC(=O)c2ccc(C(=O)c3ccccc3)o2)c1	-28	-10	20	-1	-1	-2	-0.6	-3.3	-4
CCOC(=O)N1CCN(C(=O)CSc2nnc(Cc3cccn3C)n2CCc2ccccc2)CC1	-25	2	23	0.45	6	-63	-0.9	0.3	1
Cc1ccccc1CSCC(=O)Nc1c(C)n(C)n(-c2ccccc2)c1=O	-17	0	6	0.37	26	17	-0.2	-0.5	-1
Cc1ccc(CON=C2CCN(c3ncc(C(F)(F)F)cc3Cl)CC2)cc1	-6[20 µM]	-3	-11	0.12	-2	10	0.6	-1.0	-2
CSc1nc2c(cc1C#N)CCC2	-17	-7	10	-0.6	0	3	0.5	-0.7	-8
Cc1ccccc1OCC(=O)Nc1ccc2c(c1)OCCO2	-13	1	1	-0.71	-6	-15	0.3	0.9	-2
CCNc1nc(NC(C)C)nc(N(C#N)CCOc2ccccc2)n1	-14[20 µM]	24	10	-2	-1	-19	-0.9	-1.7	-22
N#Cc1c(-c2ccco2)nc(NCC2CCCO2)[nH]c1=O (centres undefined)	-2[20 µM]	-11	11	0.29	4	25	0.1	1.2	-22
CCN(CC)c1ccc(NC(=O)Nc2cccc(C(C)=O)c2)cc1	-20[20 µM]	0	42	-0.82	-2	-22	0.2	2.3	-4
O=c1cc(C(Cl)(Cl)Cl)oc2c1ccc1ccccc12	-11[20 µM]	-2	17	0.28	-4	-93	-0.1	1.4	-4
O=C(O)C1CCCN(S(=O)(=O)c2cccc3cccnc23)C1 (centres undefined)	-19	2	-5	-0.31	1	-32	0.2	-0.3	-10
NC(=O)c1ccc(NC(=O)COC(=O)CCc2ccc(S(=O)(=O)N3CCCCC3)cc2)cc1	-13	4	3	1.3	-11	-15	1.2	0.3	3
O=C(Nc1cccnc1)c1noc2c1CCCC2	-19	-4	15	0.13	-1	0	0.8	-0.8	-6
O=C(COC(=O)CCC(=O)c1ccc(Cl)cc1)NC1CC1	-8	9	6	0.59	21	30	-0.1	0.8	-6
Cc1ccc(OC(=O)CCC(=O)Nc2ccc(Br)cc2)cc1	-16	3	10	0.62	-5	-4	0.3	1.7	-16
Cc1nn(CC(=O)O)c(C)c1N	-15	-5	11	1	1	14	0.9	1.4	-8
CC1=NN(C(N)=S)C(C)(C)C1	-24	-5	13	·	-6	28	0.4	-0.8	-9
CCc1cc2c3c(c1)C(C)CC(C)(C)N3C(=O)/C2=C1\SC(=O)NC1=O (centres undefined)	-13	-4	15	-2.7	-1	57*	0.0	-1.2	3
CCOC(=O)c1ccc(S(=O)(=O)NNC(=O)COc2cccc(C)c2)cc1	-21	-5	12	-0.87	-12	-11	0.5	-1.6	-12

No enrichment for hits; any-hit rate near 3.6%.
